TRHR ag = qHTS for Small Molecule Agonists and Allosteric Enhancers of Human TRH Receptor: Primary Screen for Agonists; activation, % at 2 µM; TRHR cells, calcium flux fluo-8, FDSS agonist mode; actives 0.18% (n = 360,000); in the data active means activation above about 30%; further: 0% is about no effect
Target sequence (P34981 whole entry, looked up): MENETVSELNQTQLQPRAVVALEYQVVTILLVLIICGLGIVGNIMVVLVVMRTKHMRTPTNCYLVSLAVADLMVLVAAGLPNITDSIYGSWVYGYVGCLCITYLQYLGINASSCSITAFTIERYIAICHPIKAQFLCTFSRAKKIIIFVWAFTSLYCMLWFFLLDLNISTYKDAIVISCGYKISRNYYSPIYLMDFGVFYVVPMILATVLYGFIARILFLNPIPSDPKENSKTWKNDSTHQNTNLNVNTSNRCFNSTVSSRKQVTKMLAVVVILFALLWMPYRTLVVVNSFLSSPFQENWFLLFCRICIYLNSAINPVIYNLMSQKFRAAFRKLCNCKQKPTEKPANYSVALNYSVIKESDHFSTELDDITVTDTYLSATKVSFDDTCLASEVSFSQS
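Agonist-mode FDSS calcium read (Ex 480/Em 530, 1 s cycles) in 1536-well TRHR cells with fluo-8 dye, after 10-cycle baseline and 23 nL compound addition; TRH at EC20 (10 nM final) added afterwards for the enhancer phase.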
BLM inh = qHTS Assay for Inhibitors of Bloom's syndrome helicase (BLM); Potency, µM (top dose mostly 56.1 µM), for the others: top-dose activity change, negative = inhibition, actives largely listed as inhibitors; RecQ-like DNA helicase BLM (Homo sapiens), P54132; actives 0.2% (n = 350,000); recombinant BLM DNA unwinding, fluorescence dequenching;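 further: potency means the concentration at half of the fitted maximal effect; plate controls were vehicle for no effect and no enzyme for full effect; nearly all actives have a fitted effect of over 35% in size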
POLB inh = qHTS Assay for Inhibitors of DNA Polymerase Beta; Pol beta primer extension/strand displacement, fluorescence kinetic; Potency, µM (series often up to 114 µM), inactives show at the top dose activity change, negative = inhibition, actives largely listed as inhibitors; actives 1.3% (n = 340,000); further: potency means the concentration at half of the fitted maximal effect; on the % scale 0 is the no-effect control and ±100 the full control effect
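Curves were derived by four-parameter Hill fits of normalized qHTS data. The kinetic fluorescent primer-extension read was taken at 0 and 10 min after 50 nM substrate, following a 15 min room-temperature preincubation of 10 nM enzyme with compounds.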
POLI inh = qHTS for Inhibitors of Polymerase Iota | DNA polymerase iota (Homo sapiens), Q9UNA4 | Pol iota fluorescent replication assay, 10 min | Potency, µM (titrated, usually from 115 µM), for the others: at the top dose activity, negative = inhibition, actives largely listed as inhibitors | actives 1% (n = 390,000); further: potency means the concentration at half of the fitted maximal effect
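Fluorescent replication assay read twice, at 0 min and 10 min after adding 50 nM (final) substrate. Enzyme (10 nM) and compounds were first incubated 15 min at room temperature; enzyme-free buffer wells were negative controls.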
ERG-DNA inh = qHTS for Small Molecule Inhibitors of the ERG Ets/DNA interaction. fluorescence polarization, His-ERG Ets domain / labelled DNA. Transcriptional regulator ERG (Homo sapiens), P11308. Potency, µM (series often up to 76.9 µM), inactives show top-dose FP activity, negative = inhibition, actives largely listed as inhibitors. actives 0.028% (n = 370,000). AID 624246, 2012; active means well fitted inhibition curve with a large enough effect in the polarisation, with a control signal flat; inconclusive means small, poorly fitted or top-dose-only effect, or effect the other way, or a change in a side signal; inactive means no such curve, though single readings can be large or run the other way; the % refers to the polarisation;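 further: polarization taken with two DNA probes labelled with fluorescein and Texas red; potency means the concentration at half of the fitted maximal effect; % of control where 0% means no effect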
Target sequence (P11308 whole entry, looked up, the tested form may be a part): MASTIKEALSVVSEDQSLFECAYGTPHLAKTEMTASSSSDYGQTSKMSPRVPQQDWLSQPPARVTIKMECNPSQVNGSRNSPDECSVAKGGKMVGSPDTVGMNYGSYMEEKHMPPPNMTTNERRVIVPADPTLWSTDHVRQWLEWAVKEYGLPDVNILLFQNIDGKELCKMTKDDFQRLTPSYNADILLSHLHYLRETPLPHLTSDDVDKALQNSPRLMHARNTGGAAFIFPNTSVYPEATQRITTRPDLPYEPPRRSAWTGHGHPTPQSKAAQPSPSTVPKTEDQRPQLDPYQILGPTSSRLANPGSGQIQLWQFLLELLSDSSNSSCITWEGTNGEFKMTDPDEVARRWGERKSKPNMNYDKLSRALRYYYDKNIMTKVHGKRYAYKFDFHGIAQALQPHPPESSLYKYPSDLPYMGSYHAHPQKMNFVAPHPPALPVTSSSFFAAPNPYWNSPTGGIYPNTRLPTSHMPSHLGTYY
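His-tagged ERG Ets domain (1 uM in the protein solution; 300mM KCl, 50mM Tris-HCl, 1mM EDTA, 1mM DTT, pH 7.5) received compound, then a probe mix of 5 nM fluorescein-DNA and 100nM Texas-615-DNA. Fluorescence polarization was read for both dyes.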
Pol kappa inh = qHTS for Inhibitors of Polymerase Kappa. purified Pol kappa, fluorescent DNA synthesis assay, 10 min. Potency, µM (top dose mostly 107 µM), inactives show at the highest dose activity, negative = inhibition, usual class: inhibitors. actives 0.53% (n = 400,000). AID 588579, 2011; further: potency means the concentration at half of the fitted maximal effect; on the % scale 0 is the no-effect control and ±100 the full control effect
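Inhibition of 10 nM Pol kappa is measured by a fluorescent read-out at 0 and 10 min following addition of 50 nM substrate (final), with a 15-min room-temperature compound preincubation.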
APEX1 inh = qHTS Assay for Inhibitors of the Human Apurinic/apyrimidinic Endonuclease 1 (APE1) | AID 2517, 2012 | Potency, µM (highest dose often 65.8 µM), without a hit: top-dose activity change, negative = inhibition, most hits filed as inhibitors | actives 0.35% (n = 350,000) | recombinant APE1, TAMRA/BHQ-2 abasic DNA cleavage fluorescence;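 further: potency means the concentration at half of the fitted maximal effect; plate controls were vehicle for no effect and reference inhibitor for full effect; nearly all actives have a fitted effect of over 55% in size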
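Enzyme (0.75 nM final) and test compound are incubated 15 min at room temperature before adding 50 nM quenched THF abasic-site duplex. Cleavage dequenches TAMRA, followed at 525/598 nm over three reads one minute apart.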
Apoferritin bind = qHTS Assay for Identification of Novel General Anesthetics; Ferritin light chain (Equus caballus), P02791; apoferritin/1-aminoanthracene competitive binding, fluorescence; Potency, µM (doses to about 77.5 µM), for inactives: at the top dose activity change, negative = displacement, usual class: inhibitors; actives 0.074% (n = 350,000); further: potency means the concentration at half of the fitted maximal effect; on the % scale 0 is the no-effect control and ±100 the full control effect; nearly all actives have a fitted effect of over 20% in size
Target sequence (P02791 2-175 limits assumed): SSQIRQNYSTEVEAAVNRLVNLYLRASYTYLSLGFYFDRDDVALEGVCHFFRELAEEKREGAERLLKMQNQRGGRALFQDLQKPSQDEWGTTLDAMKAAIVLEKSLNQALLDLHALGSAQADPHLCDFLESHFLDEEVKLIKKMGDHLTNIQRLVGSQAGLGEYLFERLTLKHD
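Steps: apoferritin (10 uM) was premixed with half-saturated 1-AMA in PBS, compounds were pin-transferred, plates stood 10 min at room temperature, fluorescence was read at 380/535 nm, and curves were fitted with a Hill equation.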
12-LOX inh = Primary qHTS assay for inhibitors of human arachidonate 12S-lipoxygenase (ALOX12): Round 2. actives 1.1% (n = 580,000). Potency, µM (series often up to 108 µM), for the others: at the highest dose activity change, negative = inhibition, usual class: inhibitors. purified 12hLO, xylenol orange hydroperoxide absorbance. AID 1671190, 2021; further: potency means the concentration at half of the fitted maximal effect; on the % scale 0 is the no-effect control and ±100 the full control effect
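Purified human 12hLO (150 nM final) in 25 mM Hepes, 0.01% Triton X-100, pH 7.0 was preincubated 15 min at room temperature with compound. Then 40 uM arachidonic acid was added, 30 min. Hydroperoxide was read by Fe-XO absorbance ratio 573/405 nm.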
An asterisk follows results filed as active; ? = inconclusive; / = not tested or not shown; [ ] = dose if it differs, or a comment. Unless noted, the call rests on the fitted dose curve; in most records, active means well fitted curve in the direction sought with a large enough effect; inconclusive means small, poorly fitted or top-dose-only effect, or another doubt; inactive means no such curve, though single readings can be large; an effect the other way counts as inactive or inconclusive. This is a subset; rates above refer to the full screens.

SMILES	TRHR ag	BLM inh	POLB inh	POLI inh	ERG-DNA inh	Pol kappa inh	APEX1 inh	Apoferritin bind	12-LOX inh
Cc1ccc(S(=O)(=O)NC2=NCN(C3CCN(Cc4ccccc4)CC3)CN2)cc1	0.0	-0.8%	28.1%	-9.2%	2.7%	-1.0%	0.5%	-3.9%	0.0%
CC1CCCN(CC(=O)NC(=O)NC2CCCCC2)C1 (centres undefined)	1.0	/	/	5.3%	6.2%	-6.5%	3.2%	/	-4.5%
COCCCNC(=O)C1CCC(CNS(=O)(=O)c2ccc3c(c2)CC(C)N3C(=O)C2CC2)CC1 (centres undefined)	0.0	-1.3%	11.8%	-3.8%	-7.4%	-21.2%	13.2%	-7.0%	-1.6%
Cc1ccc(N(CN2CCCC2=O)C(=O)c2ccc(OC(C)C)cc2)cc1	-0.8	0.6%	34.0%[activator]	20.7%	4.9%	-0.8%	6.1%	-0.5%	2.7%
N#C/C(=C\c1c(Cl)cccc1Cl)c1nn(-c2ccccc2)c(-n2cccc2)c1C#N	0.6	-10.9%	11.9%	-12.6%	7.5%	0.9%	-3.7%	-3.8%	130.6%[activator]
Cc1ccc(C(=O)Nc2ccc(N3CCOCC3)nc2)cc1	0.6	-1.5%	78.7%	23.0%	-5.5%	-6.1%	0.8%	-6.7%	0.0%
COC(=O)CNC(=O)CN1C(=O)N(c2ccc(Cl)cc2)C(N(O)C(=O)Nc2ccc(Cl)cc2)C1(C)C (centres undefined)	2.4	-5.5%	-9.6%	4.0%	-5.3%	-6.1%	-5.2%	-15.2%	-11.0%
COc1cccc(C(=O)NNC(=O)c2ccccc2-n2cccc2)c1	-0.2	-0.7%	23.3%	68.5%[activator]	-13.7%	-10.4%	-1.4%	-3.5%	7.7%
COc1ccccc1N1CCN(/N=C\c2ccc(C)o2)CC1	-0.8	1.1%	0.6%	-7.5%	-10.6%	-2.3%	0.7%	-17.0%	0.0%
CCOc1ccccc1N1CCN(Cc2cn[nH]c2-c2ccc(F)cc2)CC1	0.5	-3.8%	?	56.6%[activator]	-10.8%	-17.5%	0.9%	-13.8%	?
O=C(Cn1c(=O)oc2ccccc21)Nc1ccccc1C(F)(F)F	0.4	-3.4%	3.8%	27.0%	5.9%	-3.1%	-6.1%	3.0%	-17.8%
CN(CC(=O)Nc1cccc(F)c1)C(=O)C1=COCCO1	-0.2	/	/	17.3%	5.8%	8.5%	-3.6%	/	14.9%
COc1ccc(/C=C/c2nc(C#N)c(N3CCCCCC3)o2)cc1OC	-1.5	-8.1%	4.9%	5.6%	-0.8%	-8.2%	/	579.2%[activator]	-18.9%
COc1ccc(S(=O)(=O)N(CCc2ccccc2)CC(=O)NCc2ccccc2)cc1	2.1	-7.1%	3.2%	-16.6%	-4.5%	1.1%	/	127.7%[activator]	0.6%
COc1ccccc1NC(=O)CN(C)S(=O)(=O)c1ccc2c(c1)CCC(=O)N2	-0.2	-1.0%	-9.8%	-6.2%	-17.6%	4.4%	-1.1%	-4.9%	-1.1%[57.4 µM]
CC(C)(C)c1ccc(C(=O)Nc2ccc3c(c2)CCCN3C(=O)c2cccs2)cc1	0.5	-9.8%	47.1%[activator]	-4.9%	-9.6%	-22.7%[60.1 µM]	/	-4.5%	-0.6%
CCCCOCCCNC(=O)CC(C)c1ccccc1 (centres undefined)	0.7	1.4%	46.7%	17.9%	-4.7%	-3.0%	11.5%	-7.7%	10.7%
C/C(CCc1ccccc1)=N/NC(=O)C(=O)NCc1ccccc1	-0.9	-3.0%	-1.3%	?	-7.5%	-4.5%	1.9%	-11.7%	-6.0%
O=C(NCc1cccc(Cl)c1)C1CCCO1 (centres undefined)	0.2	4.3%	18.0%	192.9%[activator]	4.5%	-12.0%	0.0%	-7.0%	-4.2%
COC(CNC(=O)c1coc2nc3ccccc3nc12)OC	0.6	0.5%	6.7%	-29.9%	22.1%	-18.8%	?	102.5%[activator]	-13.3%
Cn1cc(SCC(=O)Nc2ccc3c(c2)OCO3)c2ccccc21	-0.7	-12.0%	29.0%	34.4%[activator]	6.7%	7.8%	5.8%	-17.4%	?
O=C(NCCCn1cccn1)C1CCC(=O)N(Cc2ccccc2F)C1 (centres undefined)	0.2	-2.1%	33.3%	?	11.1%	5.5%	17.5%	6.6%	1.2%
O=C(CSc1nc(=O)[nH]c2c1CCC2)NCc1ccccc1	0.1	3.2%	17.1%	31.7%[activator]	-3.7%	-4.0%[60.1 µM]	/	-8.1%	-21.7%
O=C(c1cc2ccccc2o1)N1CCN(CCOc2ccccc2)CC1	0.3	/	/	1.7%	3.9%	-6.9%	49.3%	/	?
Fc1ccc(CSc2nnc(CN3CCOCC3)n2-c2ccccc2)c(Cl)c1	-0.1	-3.5%	0.8%	?	2.1%	4.1%	-1.8%	-11.1%	9.3%
COc1ccc(OC)c(NC(=O)C2CCCN(S(C)(=O)=O)C2)c1 (centres undefined)	0.5	-3.1%	20.7%	12.6%	3.1%	-4.8%	3.2%	-2.3%	26.6%
CCCC1=Nc2cc(C(=O)NCCCOC(C)C)ccc2Sc2ccccc21	-0.2	-7.6%	-2.0%	8.1%	-12.4%	-17.9%	-4.3%	?	0.0%
Cc1ccc(C(=O)NNc2ncnc3ccccc23)cc1	-1.4	-1.4%	0.2%	-4.3%	3.0%	-9.4%	8.1%	4.3%	-1.2%
FC(F)Sc1ccc(NC(=S)N2CCN(c3ccccn3)CC2)cc1	0.1	-3.5%	15.8%	175.2%[activator]	-5.7%	1.3%	-3.7%	-1.8%	-4.4%
Cc1ccc(C)c(NC(=S)NNC(=O)c2ccc(Br)o2)c1	/	0.4%	8.8%	-3.3%	9.1%	-24.6%	6.5%	-6.8%	17.4%
Cc1cccc(C)c1N1C(=O)CC(N(O)c2ccccc2)C1=O (centres undefined)	1.6	-2.5%	-12.2%	3.7%	-2.2%	-6.6%	-1.8%	-22.8%	-23.9%
Cc1ccc(NC(=S)N(CCCN2CCN(C)CC2)Cc2cccs2)cc1	-0.4	4.4%	6.1%	162.9%[activator]	-0.5%	-5.8%	-1.3%	-6.2%	-3.9%
CC[C@]1(C(=O)OC)[C@H]2C(=O)N(Cc3ccccc3)C(=O)[C@H]2[C@H]2CN=C(SCc3ccccc3)N21	/	/	/	?	2.7%	-0.2%	-3.0%	/	?
Cc1ccc(C)n1-c1c(C(=O)NCCC(C)C)sc2ncccc12	-0.6	-6.5%	12.2%	0.0%	0.9%	-8.5%[60.1 µM]	/	-11.9%	-14.6%
Cn1cc(CN2CCC(C(O)c3cccs3)CC2)c(-c2ccccc2F)n1 (centres undefined)	0.4	2.7%	0.0%	40.3%[activator]	-5.8%	-8.3%	5.0%	-5.0%	-6.4%
c1ccc(C[n+]2c(-c3ccccc3)csc2Nc2ccccc2)cc1	0.4	0.3%	4.0%	16.3%	-1.5%	-7.4%	1.6%	8.9%	-21.1%

Next section; it opens with the 3 that closed the last part.
SMILES	TRHR ag	BLM inh	POLB inh	POLI inh	ERG-DNA inh	Pol kappa inh	APEX1 inh	Apoferritin bind	12-LOX inh
Cc1ccc(C)n1-c1c(C(=O)NCCC(C)C)sc2ncccc12	-0.6	-6.5%	12.2%	0.0%	0.9%	-8.5%[60.1 µM]	/	-11.9%	-14.6%
Cn1cc(CN2CCC(C(O)c3cccs3)CC2)c(-c2ccccc2F)n1 (centres undefined)	0.4	2.7%	0.0%	40.3%[activator]	-5.8%	-8.3%	5.0%	-5.0%	-6.4%
c1ccc(C[n+]2c(-c3ccccc3)csc2Nc2ccccc2)cc1	0.4	0.3%	4.0%	16.3%	-1.5%	-7.4%	1.6%	8.9%	-21.1%
CC(=O)O/N=C(/C)c1ncc(C(F)(F)F)cc1N1CCOCC1	-0.2	-1.0%	5.4%	11.8%	-4.1%	-6.3%	-15.8%	-6.5%	66.5%[activator][57.4 µM]
CCC(O)C1CCN(C(=O)c2ccc(OC3CCN(Cc4ccccn4)CC3)cc2)CC1 (centres undefined)	-0.2	1.4%	36.5%	23.4%	-12.7%	15.1%	72.4%[activator]	-10.4%	5.7%
COC(=O)c1ccc(C)c(NC(=O)C2CC(=O)N(C3CCCC(C)C3C)C2)c1 (centres undefined)	0.0	/	/	15.5%	23.2%	19.9%	11.2%	/	32.9%[activator]
O=C(CN1CCC(Cc2ccccc2)CC1)NC(=O)NCc1ccco1	-0.5	-4.8%	-19.0%	-7.5%	11.4%	-17.1%	-11.0%	?	25.8%
CN(Cc1ccccc1F)C(=O)C(Cc1ccccc1)NC(=O)c1ccccc1 (centres undefined)	0.1	/	/	9.1%	9.6%	-5.5%	-11.0%	/	/
COCCCn1c(SCC(=O)OC2CCCCC2)nnc1-c1cccs1	-0.3	-3.2%	2.7%	100µM*	9.2%	-20.1%	2.9%	?	-4.2%
Cc1cc(=O)n2c(-c3ccc(Cl)cc3)csc2n1	-0.3	-0.2%	4.3%	83.1%[activator]	1.5%	-5.9%	0.0%	-7.2%	281.6%[activator]
CCCCN(CCCC)C(=S)N/N=C/c1c(C)[nH]n(-c2ccccc2)c1=O	-0.7	-5.3%	25.2%	4.1%	3.8%	-5.8%	-4.3%	-21.2%	?

Assay outcomes as filed in PubChem.
